GAA glycogen mod: qHTS Assay for Inhibitors and Activators of Human alpha-Glucosidase Cleavage of Glycogen | Lysosomal alpha-glucosidase (Homo sapiens), P10253 | 300,000 tested, 0.38% active | Potency, µM (highest dose often 76.4 µM), without a hit: at the top dose activity change, negative = inhibition, actives largely listed as inhibitors | recombinant GAA, glycogen substrate, Amplex Red glucose oxidase fluorescence | AID 2100, 2009; active = well fitted inhibition curve with a large enough effect;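 note: 0% = full enzyme reaction and -100% = no-enzyme basal signal; the screen sought inhibitors and activators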
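Recombinant human alpha-glucosidase (4 nM final) hydrolysed bovine liver glycogen (30 ug) for 40 min at 37 C in pH 5.0 citrate/phosphate with 0.01% Tween-20. Released glucose detected by glucose oxidase/Amplex Red, Ex 573/Em 610 nm. Compounds up to 77 uM; AC50 from Hill fits.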
An asterisk follows results filed as active; [ ] = another dose, or the depositor's remark. Potency is the fitted concentration of half-maximal effect.

SMILES | GAA glycogen mod
COc1cc(OC)c2cc(C(=O)N[C@@H](Cc3ccccc3)C(=O)O)n(C)c2c1 | -2%
Cc1ccc(CNc2nc3nc(C)c(Cl)c(C)n3n2)cc1 | -1%[76.3 µM]
COc1ccc(CCNC(=O)c2ccc(Cn3c(=O)[nH]c4cc(OC)c(OC)cc4c3=O)cc2)cc1OC | 16%[76.3 µM]
COc1ccc(N2CCN(CCCNC(=O)c3nnc(Cc4ccccc4Cl)o3)CC2)cc1 | -27%[76.3 µM]
CCCC(CCC)C(=O)Nc1cccc(-c2cn3c(n2)SCC3)c1 | -11%[76.3 µM]
CSc1ccc(-c2nc3cccc(C)n3c2Nc2ccc(Cl)cc2)cc1 | 5.6µM*
CCc1ccc2nc(N3CCC(C(=O)NCCC(C)C)CC3)sc2c1 | -3%[76.3 µM]
CC(=O)c1cccc(NC(=O)/C(=C/c2ccncc2)NC(=O)c2ccccc2)c1 | 4%[76.3 µM]
CCC1CCCCN1Cc1c(O)ccc2c(=O)c(-c3ccccc3)coc12 (stereo not given) | -4%[76.3 µM]
CSc1cccc(CNC(=O)C2CCC(=O)N(CC3CCCCC3)C2)c1 (stereo not given) | -13%[76.3 µM]
Cc1ccc(N(C)S(=O)(=O)c2csc(C(N)=O)c2)cc1C | 1%
COc1ccc2c(c1OC)C(=O)N1C2SC[C@H]1C(=O)NCCC(C)C (stereo not given in full) | 1%
Cc1cc(C)nc(Nc2ccc(F)cc2)n1 | 1%[76.3 µM]
Fc1cccc(-n2ncc3c2ncn2nc(-c4ccccc4Cl)nc32)c1 | 5%[76.3 µM]
N#CC(C#N)=C1NC(N)=C(C#N)C(c2ccccc2)=C1C#N | -1%
COc1cc(OC)c(N(C)C(=O)c2nn(C)c3c2CSc2ccccc2-3)cc1Cl | 14%[76.3 µM]
COc1ccc(OC)c(CCNC(=O)c2ccc3c(c2)N(Cc2ccc(C)cc2)CCS3)c1 | 0%[76.3 µM]
CCc1ccc(NC(=O)[C@H](C)NC(=O)C2CCN(C(=O)[C@@H](N)Cc3ccccc3)CC2)cc1 | -14%[76.3 µM]
CCOc1ccc(/C=N/N2C(C)CCCC2C)cc1 (stereo not given) | 3%
O=C(Nc1ccccc1C(=O)O)C1=NN=CC1 | 1%
CCOc1cc(C)ccc1OCc1nnc(SCC(=O)Nc2cccc(C(=O)O)c2)n1-c1ccccc1 | 11%[76.3 µM]
Cc1cc(Nc2cccc(Cl)c2Cl)n2ncnc2n1 | 8%[76.3 µM]
Cc1cccc(C(=O)NNS(=O)(=O)c2ccc(F)cc2)c1 | -21%[76.3 µM]
CCc1ccc(NC(=O)Cn2c(=O)n(Cc3ccc(C)cc3)c(=O)c3cccnc32)cc1 | -1%[76.3 µM]
COCCNC(=O)c1ccc2nc(Cc3ccc(OC)c(OC)c3)oc2c1 | -3%[76.3 µM]

Laid out differently: entries from further up
GAA glycogen mod | Molecule
1% | COc1ccc2c(c1OC)C(=O)N1C2SC[C@H]1C(=O)NCCC(C)C (stereo not given in full)
1%[76.3 µM] | Cc1cc(C)nc(Nc2ccc(F)cc2)n1
5%[76.3 µM] | Fc1cccc(-n2ncc3c2ncn2nc(-c4ccccc4Cl)nc32)c1
-1% | N#CC(C#N)=C1NC(N)=C(C#N)C(c2ccccc2)=C1C#N
14%[76.3 µM] | COc1cc(OC)c(N(C)C(=O)c2nn(C)c3c2CSc2ccccc2-3)cc1Cl
0%[76.3 µM] | COc1ccc(OC)c(CCNC(=O)c2ccc3c(c2)N(Cc2ccc(C)cc2)CCS3)c1
-14%[76.3 µM] | CCc1ccc(NC(=O)[C@H](C)NC(=O)C2CCN(C(=O)[C@@H](N)Cc3ccccc3)CC2)cc1
3% | CCOc1ccc(/C=N/N2C(C)CCCC2C)cc1 (stereo not given)
1% | O=C(Nc1ccccc1C(=O)O)C1=NN=CC1
11%[76.3 µM] | CCOc1cc(C)ccc1OCc1nnc(SCC(=O)Nc2cccc(C(=O)O)c2)n1-c1ccccc1
8%[76.3 µM] | Cc1cc(Nc2cccc(Cl)c2Cl)n2ncnc2n1
-21%[76.3 µM] | Cc1cccc(C(=O)NNS(=O)(=O)c2ccc(F)cc2)c1
-1%[76.3 µM] | CCc1ccc(NC(=O)Cn2c(=O)n(Cc3ccc(C)cc3)c(=O)c3cccnc32)cc1
-3%[76.3 µM] | COCCNC(=O)c1ccc2nc(Cc3ccc(OC)c(OC)c3)oc2c1

Remaining list, next part
SMILES | GAA glycogen mod
Cc1nnc(SCC(=O)Nc2cc(C(F)(F)F)ccc2Cl)n1C | -3%[76.3 µM]
COCCCn1c(=N)c(S(=O)(=O)c2ccccc2)cc2c(=O)n3cccc(C)c3nc21 | 15%[76.3 µM]
COc1ccc(N2C(=O)CC(c3ccc([N+](=O)[O-])cc3)C2=O)cc1 (stereo not given) | -15%
CCOc1ccccc1NC(=O)c1ccc2c(c1)C(=O)N(CC)C2=O | 4%[76.3 µM]
COc1ccc(NS(=O)(=O)c2ccc(Br)cc2)cn1 | -8%[76.3 µM]
CC(C)Cc1ccc(CN2CCCC(NC(=O)c3ccnn3C)C2)cc1 (stereo not given) | -2%[76.3 µM]
Cc1cc(Nc2cccc(Cl)c2)nc(-c2ccccc2O)n1 | -4%
O=C(NCCc1ccccc1)C1CCC(=O)N(CCCN2CCCC2=O)C1 (stereo not given) | -4%[76.3 µM]
COc1ccc(-c2nnc3n2CCCCC3)cc1 | 11%
CCc1c(C(=O)Nc2ccc(C)c(C)c2)[nH]c(C)c1C(C)=O | -1%
Cc1nnc2c(N3CCN(c4ccccc4)CC3)nc3ccc(C(=O)c4ccccc4)cc3n12 | 16%[76.3 µM]
O=[N+]([O-])c1cccc(NC(=S)N2CCN(c3ccccn3)CC2)c1 | -5%[76.3 µM]
COc1ccc(CC(=O)Nc2cc(Cl)ccc2N2CCCC2)cc1 | -4%
O=C(Cc1cccc2ccccc12)NCC(=O)Nc1ccccc1F | 7%[76.3 µM]
O=C(NCCc1nnc2ccccn12)c1cccs1 | -5%[76.3 µM]
O=C(Nc1cccc(C(=O)O)c1)/C(=C\c1ccco1)NC(=O)c1ccccc1Cl | -7%
Cc1cc(C)cc(NC(=O)CSc2nc(-c3cccc(Cl)c3)nc3c2Cc2c(CO)cnc(C)c2O3)c1 | -7%[76.3 µM]
Cc1ccc(SCCCCN2CCOCC2)cc1 | 3%[76.3 µM]
CCn1cnc2cc(NCc3ccc(Cl)cc3)ccc21 | 2%
CCn1c(=O)c2cc(C(=O)NCc3cc(OC)ccc3OC)sc2c2ccccc21 | -2%[76.3 µM]
COc1ccc(CCNc2nc(C)cc(C)c2C#N)cc1OC | 1%
COc1ccc(Cn2c(SCc3ccc(C(=O)NCc4cccs4)cc3)nc3ccncc32)cc1 | 4%[76.3 µM]
CC1CCCCC1NC(=O)c1ccc(S(=O)(=O)N2CCN(C)CC2)cc1 (stereo not given) | 0%[76.3 µM]
CC(Oc1ccc(F)cc1)C(=O)Nc1nc(-c2ccc(F)cc2)ns1 (stereo not given) | 5%[76.3 µM]
COc1ccc(C(=O)N/C(=C/c2ccc(Cl)cc2)C(=O)NCc2ccncc2)cc1 | -1%[76.3 µM]

(list continues)
SMILES | GAA glycogen mod
NC(=O)C1CCN(C(=O)CN(C2CCCCC2)S(=O)(=O)c2ccc(F)cc2)CC1 | 4%
COc1cc2c(cc1OC)C(C)N(C(=O)c1ccc(Cl)c(S(=O)(=O)N3CCCCC3)c1)CC2 (stereo not given) | -11%[76.3 µM]
O=C(Cn1cccc1C(=O)c1ccccc1)NCc1ccccc1Cl | 5%[76.3 µM]
CCOc1ccc(NC(=O)CSc2nc(C)c(C(=O)Nc3ccccc3)c(-c3ccc(Cl)cc3)c2C#N)cc1 | 5%[76.3 µM]
Cc1cc2ccccn2c1C(=O)c1ccccc1F | 13%
C=CCNC(=O)CSc1nnc(-c2ccc(S(=O)(=O)N3CCCC3)cc2)n1C | -14%
CCOc1ccc(Nc2nc3ccccc3c3nnc(CC)n23)cc1 | -4%[76.3 µM]
O=C(CN1C(=O)/C(=C/c2ccc(F)cc2)SC1=S)N1CCN(CCc2ccccn2)CC1 | 3%[76.3 µM]
COc1ccc(C2CC(=O)c3c([nH]c(C(=O)OCc4ccccc4)c3C)C2)cc1OC (stereo not given) | -3%[76.3 µM]
CCCCSCCCNC(=O)C1CCN(Cc2nc(-c3ccc(CC)cc3)oc2C)CC1 | -7%[76.3 µM]
CCN(CCn1cccn1)C(=O)c1ccc2nc(Cc3ccc(OC)cc3)oc2c1 | 1%[76.3 µM]
CCCCCCCN1CCC(=O)N([C@H](CO)Cc2ccccc2)CC1 | 1%[76.3 µM]
COc1ccccc1N1CC(C(=O)Nc2nnc(SCC(=O)NC(C)C)s2)CC1=O (stereo not given) | -9%[76.3 µM]
CCOC(=O)c1ccccc1NC(=O)CSc1ccc(-c2sc(-c3ccccc3)nc2C)nn1 | 16%[76.3 µM]
COc1ccccc1C(=O)N1CCN(CCNC(=O)C(=O)Nc2ccc(Br)c(C)c2)CC1 | -3%[76.3 µM]
CCn1c(SCC(=O)NC2=NCCS2)nnc1C(C)NC(=O)c1ccccc1Br (stereo not given) | -15%
COc1ccccc1-c1noc(-c2ccc(NCCc3ccccc3)c([N+](=O)[O-])c2)n1 | 14%[76.3 µM]
COc1cc2c(cc1OC)C(c1cc(OC)c(OC)cc1[N+](=O)[O-])N(C(C)=O)CC2 (stereo not given) | -5%
COc1ccc(/C=N/NC(=O)c2c(C)nc3ccc(Cl)cn23)cc1OC | -2%
CC(=O)N1CCc2cc(Br)cc(S(=O)(=O)CCC(=O)N3CCN(c4cccc(C)c4C)CC3)c21 | -7%[76.3 µM]
Cc1cccc(OCC(=O)NS(=O)(=O)c2ccc(Br)cc2)c1 | -3%[76.3 µM]
CCOc1ccc(NC(=O)CN(c2ccccc2OCC)S(=O)(=O)c2ccccc2)cc1 | 8%[76.3 µM]
CC(C)(C)OC(=O)CN1C(=O)S/C(=C\c2ccc(-c3cccc(C(=O)O)c3)o2)C1=O | -2%[76.3 µM]
Cc1c(NC(=O)COc2c(F)c(F)c(F)c(F)c2F)c(=O)n(-c2ccccc2)n1C | 4%[76.3 µM]
CCOc1ccc(/C=C(\C#N)C(=O)Nc2sc3c(c2C(=O)OC)C(C(=O)OC)CC3)cc1OC (stereo not given) | -4%[76.3 µM]

Next section
SMILES | GAA glycogen mod
Cc1ccc(Cl)cc1N1CCN(S(=O)(=O)c2ccc3oc(=O)c4ncn(C)c4c3c2)CC1 | -5%[76.3 µM]
Cc1ccccc1CCNC(=O)CCn1ccc2cc(S(=O)(=O)N3CCCC3)ccc21 | -13%[76.3 µM]
O=C1/C(=C/c2cccc([N+](=O)[O-])c2)Oc2cc(O)ccc21 | -2%
COc1ccc(Cl)cc1S(=O)(=O)NC(C)C(=O)NCc1ccccn1 (stereo not given) | 5%
O=C(NCc1ccc(Cl)cc1)NCc1noc2ccccc12 | 3%[76.3 µM]
COC(=O)c1ccccc1-c1cn(C)c2ccccc2c1=O | -2%
COc1ccccc1CNC(=O)CCCn1c(=O)c2ccccc2n(Cc2ccc(F)cc2)c1=O | -6%[76.3 µM]
CCN1CCN(c2c(C=O)c(Cl)nc3ccc(OC)cc23)CC1 | 13%[76.3 µM]
Cn1cc(/C=C/c2cc[n+](C)cc2)c2cc(Cl)ccc21 | -6%
CC(C)c1cc(C(=O)N2CCCC(N3CCN(c4ccccc4F)CC3)C2)nc(N)n1 (stereo not given) | -5%[76.3 µM]
CCc1cccc2c(-c3ccccc3)nc(SCC(=O)Nc3ccccc3OC)nc12 | -9%[76.3 µM]
COc1ccccc1NC1CCCCC1NS(=O)(=O)c1ccc(C)cc1 (stereo not given) | -2%[76.3 µM]
COc1ccc(CCCC(=O)NCC(=O)N/N=C/c2cc(Cl)ccc2OC)cc1 | -7%[76.3 µM]
CC(=O)C1=C(C)Nc2ncnn2C1c1cccc(O)c1 (stereo not given) | -1%
CCCOc1ccc(Cl)cc1/C=C1/C(=O)ON=C1C | -4%
CC(C)(C(=O)O)c1ccc([C@H](O)CCCN2CCC(C(O)(c3ccccc3)c3ccccc3)CC2)cc1 | -10%[76.3 µM]
CC(C)NC(=S)n1cc(C(=O)c2cc(Cl)cc(Cl)c2O)cn1 | 2%
CCOC(=O)c1cccc(NC(=O)CSc2nncn2-c2ccccn2)c1 | -2%[76.3 µM]
CC1CC(C)CN(CC(=O)c2c[nH]c3ccccc23)C1 (stereo not given) | 4%
COc1ccc(-n2ncc3c(=O)n(CC(=O)N(C(C)C)C(C)C)cnc32)cc1 | 7%[76.3 µM]
CCCCN(C)Cc1c(O)ccc2c(=O)c(-c3ccccc3OC)coc12 | -3%[76.3 µM]
COc1ccc2c(Cl)c(C(=O)N/N=C/c3cccnc3)sc2c1 | 1%
O=C(O)c1ccc(S(=O)(=O)c2ccc([N+](=O)[O-])cc2[N+](=O)[O-])cc1 | -18%
COc1cccc(NC(=O)c2ccc3c(c2)N(CC(=O)N2CCOCC2)C(=O)C(C)(C)O3)c1 | 5%
CCc1ccc(NC(=O)C2CCN(c3cc(C)nc4c(-c5ccc(Cl)cc5)c(C)nn34)CC2)cc1 | 17%[76.3 µM]
Cc1ccc2nc(Nc3ccc(C)c(C)c3)c3nncn3c2c1 | -7%
CCOC(=O)c1ccc(NC(=O)C(CC)Sc2nncn3c2cc2oc(C)cc23)cc1 (stereo not given) | -8%[76.3 µM]
O=S(=O)(N/N=C\c1cccc(F)c1)c1ccccc1 | 0%[76.3 µM]

Assay outcomes (PubChem BioAssay)

This is a subset, so the mix of outcomes need not match the whole.
